Bioassay records deposited in PubChem BioAssay by several laboratories.
Efa HMGR inh – E. faecalis class II HMG-CoA reductase inhibition; purified E. faecalis HMGR, NADPH absorbance 340 nm kinetic; inhibition, % at 10 µM; 0.41% of 190,000 active;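 active means inhibition above a set limit, the median over all tested compounds plus 3 SD, cut at about 9.5% in these data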;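 further: enzyme runs in reverse so mevalonate oxidation gives rising NADPH absorbance; 0% = complete reaction with DMSO and 100% = background rate lacking mevalonate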
G6PDH counter – inhibits Leuconostoc G6PDH, flagging false hits in G6PDH-based assays; Purified L. mesenteroides G6PDH, diaphorase/resazurin coupled fluorescence, 45 min; inhibition, % at 5 µM; 0.12% of 200,000 active; AID 1020; in the data active means inhibition above about 50%
STAT1 act – increases IFN-gamma driven STAT1 reporter signal. 2.6% of 200,000 active. activation (% of control), % at 5.5 µM. NIH 3T3 STAT1-luciferase reporter, luminescence; 100% = IFN-gamma alone, no compound;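 active means activation above the screen-wide mean activation plus 3 SD, cut at about 130% in these data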;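 further: raw ratio to IFN-gamma control signal so 100% means no change and 0% no light; values of inactives mirror those of a sister screen read the other way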
APP 5'UTR act – APP 5'UTR luciferase reporter activation; activation, % at 2 µM; SH-SY5Y APP 5'UTR luciferase reporter, luminescence; zero percent = DMSO vehicle wells; AID 1276; 1% of 190,000 active;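 active means activation above a set limit, based on mean plus 3 SD of controls, cut at about 140% in these data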; further: values of inactives mirror those of a sister screen read the other way
Hsp70 act – transcriptional activators of Hsp70; activation, % at 10 µM; 0.04% of 200,000 active; HeLa Hsp70 promoter luciferase reporter, luminescence; scaled: vehicle 0, proteasome-inhibitor control 100%;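 active means activation above the mean across all tested compounds plus 3 SD, cutoff set per campaign, cut at about 5.5% in these data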;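 further: 100% = MG132 at 30 µM as the positive control and 0% = DMSO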
FLuc act counter – affects firefly luciferase, flagging false hits in luciferase stimulation screens. P08659. ATPlite luciferase biochemical, luminescence, 10 min; 0 = ATP-free wells, 1 = DMSO control. activation factor at 10 µM. 200,000 tested, under 10 active;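 active means luciferase activation factor, scaled between plate controls, of at least 2 with compound at 10 µM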
Target sequence (P08659 whole entry, looked up): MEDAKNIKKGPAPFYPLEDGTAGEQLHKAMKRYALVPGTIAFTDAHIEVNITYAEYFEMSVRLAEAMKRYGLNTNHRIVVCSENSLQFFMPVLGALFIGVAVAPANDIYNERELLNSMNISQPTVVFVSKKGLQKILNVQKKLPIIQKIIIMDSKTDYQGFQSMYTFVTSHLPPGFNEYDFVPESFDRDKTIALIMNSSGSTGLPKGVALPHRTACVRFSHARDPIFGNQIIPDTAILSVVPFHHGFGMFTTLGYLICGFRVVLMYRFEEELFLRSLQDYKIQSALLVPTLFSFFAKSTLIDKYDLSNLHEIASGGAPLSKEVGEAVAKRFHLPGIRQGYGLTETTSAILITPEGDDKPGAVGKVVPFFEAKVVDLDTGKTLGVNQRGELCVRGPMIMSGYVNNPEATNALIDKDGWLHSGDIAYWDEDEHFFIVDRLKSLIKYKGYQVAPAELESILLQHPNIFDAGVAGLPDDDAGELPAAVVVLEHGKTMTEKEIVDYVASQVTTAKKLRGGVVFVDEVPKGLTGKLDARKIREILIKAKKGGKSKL
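System: cell-free luciferase reagent; medium: PBS as buffer for the ATP substrate; doses: test compounds dosed from 2 mM stocks in 100% DMSO; incubation: 10 min, room temperature; measured by: luminescence from luciferase reaction; read-out: luciferase activation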
NF-kB neuron act – compounds increasing NF-kB expression in human neuronal cells. 1.6% of 190,000 active. fold change at 12.5 µM. NF-kB reporter expression; active compounds read high. AID 1239; in the data active means fold change above about 3.3
FLuc inh counter – inhibits firefly luciferase, flagging false hits in luciferase inhibition screens; P08659; 1.5% of 200,000 active; ATPLite firefly luciferase biochemical luminescence, 10 min; AID 1006; inhibition, % at 10 µM;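 active means inhibition above about 50% when tested at 10 µM, limit read from the data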
APP 5UTR inh – APP translation inhibition; SH-SY5Y APP 5'UTR-luciferase reporter, luminescence; inhibition, % at 2 µM; 0.82% of 190,000 active; AID 1285;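 active means inhibition above a set limit, derived from the sample mean plus 3 SD, cut at about 45% in these data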; further: values of inactives mirror those of a sister screen read the other way
DTT redox prof – compounds producing H2O2 with reducing agent – biochemical, NIH compound library profiling, artefact control for MLSCN library redox annotation, primary screen | DTT-dependent redox cycling H2O2, phenol red/HRP absorbance; 100% = 100 µM peroxide control, 0% = buffer | activation, % at 10 µM | 0.03% of 200,000 active | AID 878;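 active means activation of at least 50% relative to the plate's high and low controls in the primary single-dose screen; inactive means activation below 50%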;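 further: compound incubated with DTT at 0.8 mM final as the reducing agent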
* hit, by the source's call; · = no result given.

SMILES | Efa HMGR inh | G6PDH counter | STAT1 act | APP 5'UTR act | Hsp70 act | FLuc act counter | NF-kB neuron act | FLuc inh counter | APP 5UTR inh | DTT redox prof
COc1ccc(-c2[nH]c(-c3ccc(C)cc3)nc2SCC(=O)Nc2nccs2)cc1 | -10 | -52 | 96 | 4 | -0.3 | 1 | 0.81 | 0 | -4 | 0.6
O=C(COc1cccc2cccnc12)NCc1cccs1 | 2 | 7 | 105 | 3 | -0.2 | 1.1 | 1 | -5 | -3 | -0.8
COc1cccc(CSc2nnc(CSc3nc4nc(C)cc(C)n4n3)s2)c1 | -5 | 29 | 87 | 6 | -0.2 | 1 | 1.1 | 3 | -6 | 0.1
O=c1oc2ccccc2cc1-c1csc(Nc2ccc(O)cc2)n1 | -2 | -3 | 117 | 61 | 0.1 | 0.8 | 7.4* | 18 | -61 | 0.7
CCO[C@H]1OC(C(=O)N2CCOCC2)=C[C@@H](c2cn(C(C)=O)c3ccccc23)[C@@H]1CCCO | -3 | 11 | 98 | 21 | -0.3 | 1.1 | 1.2 | -6 | -21 | 7.0
CCOc1ccc(C2CC(=O)n3nc(C45CC6CC(CC(C6)C4)C5)nc3S2)cc1OC (stereo unspecified) | 0 | 1 | 95 | 0 | 0.3 | 1 | 1.5 | 2 | 0 | 1.5
CCOC(=O)CN(C(=O)CNC(=O)c1ccco1)C(C(=O)NC1CCCCC1)c1cccs1 (stereo unspecified) | 1 | 10 | 102 | 9 | 0.3 | 1 | 0.79 | -2 | -9 | 1.2
CC1(C)Cc2nc(N3CCCC3)c(C#N)cc2CO1 | -1 | -1 | 90 | 13 | 0.1 | 1.1 | 1.4 | -8 | -13 | 0.2
O=C(Nc1cccc(C(F)(F)F)c1)c1scc2c1OCCO2 | -1 | 3 | 123 | 5 | 0.4 | 1 | 1.3 | -4 | -5 | 1.1
Cc1nn2c(-c3ccncc3)ccnc2c1Cl | 7 | -2 | 111 | -22 | -0.3 | 1 | 1 | -4 | 22 | 0.1
COc1ccccc1C(=O)Nc1ccccc1SC | -3 | -26 | 106 | 23 | 0.1 | 1.1 | 1.1 | -8 | -23 | 2.1
CCc1nnc(NC(=O)CSc2nc3c(c(=O)n2CC)SC(C)C3)s1 (stereo unspecified) | -4 | -16 | 86 | 8 | -0.3 | 1 | 0.82 | -4 | -8 | -2.3
C#CCOCCOCCOCCNc1nc(N2CCN(C(=O)[C@H]([C@@H](C)CC)n3cc([C@@H](N)CO)nn3)CC2)nc(N2CCN(C(=O)[C@H](Cc3ccc(O)cc3)n3cc([C@@H](N)CC(C)C)nn3)CC2)n1 | -3 | 16 | 100 | -9 | -0.1 | 1.1 | 1.1 | -10 | 9 | -1.6
Cn1nc(C(F)(F)F)c(/C=N/OCc2c(Cl)cccc2Cl)c1Cl | -3 | 7 | 108 | 20 | -0.1 | 1 | 1 | 0 | -20 | 2.9
COc1ccccc1C(=O)/C=C/c1ccc(N2CCCCC2)c([N+](=O)[O-])c1 | -7 | -16 | 116 | 26 | 0.0 | 0.7 | 3 | 26 | -26 | 0.9
CCCCCn1c(=O)[nH]c2cc(C(=O)NCCCN(CC)CC)ccc2c1=O | 1 | 3 | 95 | -17 | -0.3 | 1.1 | 1.1 | -6 | 17 | -1.8
O=Cc1cn(CC(=O)NCC2CCCO2)c2ccccc12 (stereo unspecified) | 3 | 4 | 95 | -6 | -0.2 | 1.1 | 1.1 | -6 | 6 | 0.9
CCCNc1ncnc2sc(C)c(C)c12 | -6 | -7 | 87 | 3 | 0.2 | 1.1 | 0.91 | -6 | -3 | -1.0
O=C(O)c1ccc(NS(=O)(=O)c2ccc3c(c2)OCCO3)cc1 | 2 | -3 | · | 3 | · | 1 | 1 | 0 | -2 | -1.2
O=C(c1ccccc1Cl)N(Cc1ccc(Cl)c(Cl)c1)N1C(=O)CCCC1=O | -8 | 15 | 93 | 23 | 0.2 | 1 | 1.2 | 0 | -23 | -6.2
Cc1cc(NC(=O)CSc2nnc(-c3ccco3)n2Cc2ccco2)no1 | -3 | 6 | 95 | 31 | -0.3 | 1 | 1 | -2 | -6 | -0.1
CCN(CC)c1cc(Cl)nc(N)n1 | -1 | 9 | 94 | 22 | 0.2 | 1 | 1 | 3 | -22 | -1.9
COc1ccc(OC)c(Cc2nnc(CCC(=O)NC(C3CC3)C3CC3)o2)c1 | -2 | 19 | 98 | -9 | 0.0 | 1.1 | 1.3 | -10 | 9 | 0.6
Cc1ccc(CSCC(=O)NCc2ccc(F)cc2)cc1 | 0 | 10 | 99 | 6 | -0.2 | 1.1 | 0.86 | -8 | -6 | -0.2
COc1ccc(N(CC(=O)NC2CCCC2)C(=O)Cn2nnc(-c3ccc(F)cc3)n2)cc1OC | 0 | 13 | 100 | -4 | 0.0 | 1.1 | 1 | -7 | 4 | -0.8
C=CCn1c(=O)c(C(=O)Nc2ccccc2S(N)(=O)=O)c(O)c2ccccc21 | -6 | 13 | 171* | 46 | -0.3 | 0.8 | 3.1 | 16 | -46 | -0.9
O=C(c1ccccc1NS(=O)(=O)c1ccc(Br)s1)N1CCCC1 | -2 | 8 | 97 | -16 | 0.2 | 1 | 1.1 | -2 | 16 | 0.0
COc1cccc(C2/C(=C(/O)c3cnn(-c4ccccc4)c3C)C(=O)C(=O)N2CCN(C)C)c1OC (stereo unspecified) | 3 | 1 | 100 | 13 | 0.0 | 1.1 | 0.86 | -6 | -13 | -4.3
CN(C)CCCN(C(=O)c1ccc(Br)s1)c1nc2cc3c(cc2s1)OCO3 | -4 | 2 | 101 | -4 | -0.2 | 1 | 1.4 | -4 | 4 | -0.1
CNC(=O)c1c(Cl)cnn1-c1ccccc1 | -4 | 8 | 116 | 20 | -0.2 | 1 | 1.6 | -2 | -20 | 0.8

Quoted from the listing:
COc1ccc(OC)c(Cc2nnc(CCC(=O)NC(C3CC3)C3CC3)o2)c1 @ Hsp70 act: 0.0
C=CCn1c(=O)c(C(=O)Nc2ccccc2S(N)(=O)=O)c(O)c2ccccc21 @ APP 5UTR inh: -46
CCCNc1ncnc2sc(C)c(C)c12 @ FLuc inh counter: -6
O=C(c1ccccc1Cl)N(Cc1ccc(Cl)c(Cl)c1)N1C(=O)CCCC1=O @ APP 5UTR inh: -23
COc1cccc(C2/C(=C(/O)c3cnn(-c4ccccc4)c3C)C(=O)C(=O)N2CCN(C)C)c1OC (stereo unspecified) @ STAT1 act: 100

Compound profiles (already shown):
O=C(O)c1ccc(NS(=O)(=O)c2ccc3c(c2)OCCO3)cc1 is listed as Efa HMGR inh = 2; G6PDH counter = -3; STAT1 act = ·; APP 5'UTR act = 3; Hsp70 act = ·; FLuc act counter = 1; NF-kB neuron act = 1; FLuc inh counter = 0; APP 5UTR inh = -2; DTT redox prof = -1.2
COc1cccc(C2/C(=C(/O)c3cnn(-c4ccccc4)c3C)C(=O)C(=O)N2CCN(C)C)c1OC (stereo unspecified) is listed as Efa HMGR inh = 3; G6PDH counter = 1; STAT1 act = 100; APP 5'UTR act = 13; Hsp70 act = 0.0; FLuc act counter = 1.1; NF-kB neuron act = 0.86; FLuc inh counter = -6; APP 5UTR inh = -13; DTT redox prof = -4.3

(continued)
SMILES | Efa HMGR inh | G6PDH counter | STAT1 act | APP 5'UTR act | Hsp70 act | FLuc act counter | NF-kB neuron act | FLuc inh counter | APP 5UTR inh | DTT redox prof
CCOc1nc(C)cc(COC)c1C(N)=O | 0 | 7 | 96 | 12 | -0.1 | 1.1 | 1.3 | -7 | -12 | -0.4
COc1ccc(-c2cnnn2-c2ccc(NC(=O)c3ccc(S(=O)(=O)N4CCCCC4)cc3)cc2)cc1OC | 2 | 14 | 92 | -12 | -0.5 | 1 | 0.59 | -5 | 12 | 0.5
N/C(=N\OC(=O)CC1CCCCC1)c1ccncc1 | -9 | 14 | 105 | -3 | -0.4 | 0.8 | 1.4 | 25 | 3 | -1.4
COc1ccc(/C=C/c2nc(N)nc(-c3ccccc3O)n2)cc1OC | 0 | -3 | 105 | -9 | 0.0 | 1 | 0.26 | -1 | 9 | 0.0
Cc1ccc(NC(=O)CNS(=O)(=O)c2ccc(F)cc2)cc1C | -5 | 0 | 99 | 15 | 0.0 | 1 | 1.2 | -2 | -15 | -1.1
Cn1c(=O)c2c(nc(Br)n2CCc2ccccc2)n(C)c1=O | -4 | 13 | 105 | -8 | 0.2 | 1.1 | 0.84 | -10 | 8 | 2.1
COc1ccc(N2CCN(C(=O)CN(CCc3ccccc3)S(C)(=O)=O)CC2)cc1 | 1 | -1 | 100 | -5 | -0.3 | 1.1 | 0.74 | -6 | 6 | -0.2
CCCCNC(=O)COC(=O)c1cc(C)oc1C | -4 | 13 | 98 | 3 | 0.2 | 1.1 | 0.98 | -11 | -3 | -0.1
CC(=O)c1ccc(Oc2cc(-c3ccccc3)nc(-c3ccccc3)n2)cc1 | -1 | -8 | 93 | 10 | -0.3 | 1.1 | 1.2 | -7 | -10 | 0.3
COCCOC(=O)c1c(C)n(C)c2ccc(OC(=O)c3cccs3)cc12 | 0 | 3 | 96 | 4 | 0.0 | 1.1 | 1 | -7 | -4 | 0.2
COc1ccccc1CNC(=O)c1ccoc1C | -5 | 24 | 95 | 5 | -0.1 | 1.1 | 1.1 | -5 | -5 | 1.4
OCCC1CN(Cc2cccn2-c2ncccn2)CCN1CCc1ccccc1 (stereo unspecified) | -2 | 8 | 102 | 11 | -0.2 | 1.1 | 1.4 | -7 | -11 | -0.4
Nc1nc(-c2ccccc2)cc(C(F)(F)F)n1 | -3 | -16 | 102 | 3 | 0.3 | 1.1 | 2.6 | -7 | -4 | 1.6
Cc1ccc(O)c(C2=Nc3ccccc3N=C(c3cccs3)C2)c1 | 0 | 6 | 103 | -7 | -0.1 | 1.1 | 1.1 | -6 | 7 | 0.0
Cc1cccc(C)c1OC(=O)CCN1C(=O)C2C3C=CC(C4CC34)C2C1=O (stereo unspecified) | -2 | 5 | 92 | 8 | -0.3 | 1 | 0.83 | -2 | -8 | -2.3
Cc1cc(C)c2c(n1)nn1c(N3CCN(c4cccc(Cl)c4)CC3)cc(C)nc21 | · | · | 103 | 1 | 0.2 | · | · | · | 0 | 0.6
COc1cccc2c(=S)c(CCC(C)=O)c(C)[nH]c12 | -2 | 2 | 100 | -6 | -0.1 | 0.9 | 1.3 | 7 | 6 | 0.4
Cc1sc2ncnc(N/N=C/c3ccc(O)cc3)c2c1C | -1 | -20 | 120 | 26 | -0.2 | 0.9 | 1.4 | 13 | -26 | 0.3
CCOc1nc(SCCOc2ccccc2)nc(N(C)C)n1 | -1 | 8 | 108 | 23 | -0.5 | 1.1 | 1.3 | -11 | -23 | 0.1
Cc1cccc(NC(=O)C23CCC(C)(C2Br)C3(C)C)c1 (stereo unspecified) | -6 | 8 | 98 | 3 | 0.0 | 1 | 1.1 | -5 | -3 | -5.6
O=C(CC1Sc2ccccc2NC1=O)OC(C(=O)NCCc1ccccc1)c1cccnc1 (stereo unspecified) | 2 | 0 | 91 | 0 | -0.3 | 1.1 | 0.92 | -5 | 0 | 2.0
COc1ccc(/C=N/NC(=O)c2ccn[nH]2)cc1COc1ccc(F)cc1 | -5 | 2 | 108 | -1 | -0.1 | 1 | 0.82 | -4 | 1 | -2.6
COc1cccc2cc(C(C)N(CCCN3CCOCC3)C(=S)Nc3ccc(C)cc3)oc12 (stereo unspecified) | -4 | 1 | 95 | 6 | -0.2 | 1 | 1.2 | -2 | -6 | -2.8
Cc1ccccc1Nc1nc(-c2cccnc2)nc2ccccc12 | -1 | 12 | 90 | 13 | -0.1 | 1.1 | 0.41 | -7 | -13 | 0.0
O=C(CSc1nnc(CNc2ccc(Cl)cc2)o1)Nc1nc2c(s1)CCCC2 | -4 | 0 | 98 | 36 | 0.1 | 1 | 0.98 | -2 | -9 | 0.1
